# Abeta yeast res = compounds reversing amyloid beta toxicity in yeast; yeast expressing A-beta42, growth rescue, OD600, 48 h; response scale: 0% DMSO, 100% iron-clioquinol control; Potency, µM (doses to about 46.1 µM), without a hit: at the highest dose growth rescue, actives largely listed as activators; 410,000 compounds, 0.063% hits; AID 1347071; further: potency means the concentration at half of the fitted maximal effect; nearly all actives have a fitted effect of over 55% in size
#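 Growth rescue measured by 600 nm absorbance after 48 h yeast culture at 30 C with compound. Values normalized between DMSO and an equimolar ferric chloride plus clioquinol control.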
# GLP-1R inv ag = acts as inverse agonist at human GLP-1 receptor; Potency, µM (highest dose often 38.3 µM), inactives show at the top dose activity change, negative = inhibition, most hits filed as inhibitors; 410,000 compounds, 1.6% hits; HEK293 GLP-1R CRE-luciferase, luminescence, 24 h; GLP-1R form is constitutively active; P43220; further: potency means the concentration at half of the fitted maximal effect; on the % scale 0 is the no-effect control and ±100 the full control effect; nearly all actives have a fitted effect of over 55% in size
# Target sequence (P43220 whole entry, looked up): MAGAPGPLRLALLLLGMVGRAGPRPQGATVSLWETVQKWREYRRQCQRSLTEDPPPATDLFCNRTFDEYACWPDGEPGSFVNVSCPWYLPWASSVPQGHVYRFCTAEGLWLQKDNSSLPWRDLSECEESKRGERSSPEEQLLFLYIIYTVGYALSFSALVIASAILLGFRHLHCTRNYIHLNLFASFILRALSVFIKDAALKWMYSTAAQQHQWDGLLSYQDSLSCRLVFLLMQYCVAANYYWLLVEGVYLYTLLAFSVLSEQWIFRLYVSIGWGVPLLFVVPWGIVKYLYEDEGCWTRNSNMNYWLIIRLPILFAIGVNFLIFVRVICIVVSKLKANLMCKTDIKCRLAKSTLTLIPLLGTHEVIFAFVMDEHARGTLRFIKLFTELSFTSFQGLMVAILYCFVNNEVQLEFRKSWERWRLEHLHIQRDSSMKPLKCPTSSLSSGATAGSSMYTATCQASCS
#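 GLP-1R inverse agonism mode: basal reporter luminescence in engineered HEK293 cells measured after one day of compound exposure at 37 deg C, with a 12 min room-temperature detection step.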
# FUS suppressor = rescues growth of FUS-expressing yeast | S. cerevisiae FUS-expressing, growth rescue, OD600, 24 h | Potency, µM (highest dose often 76.6 µM), for the others: top-dose growth rescue (activation), actives largely listed as activators | 390,000 compounds, 0.24% hits;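 further: potency means the concentration at half of the fitted maximal effect; plate controls were DMSO vehicle for no effect and reference control for full effect; nearly all actives have a fitted effect of over 55% in size; some results filed as inactive show a strong effect at the top dose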
#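 Compound concentration series was pinned onto galactose-induced FUS-expressing yeast seeded at OD 0.005. Plates sat 24hr at 30C; absorbance at 600 nm gave growth. DMSO served as background control.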
# TDP-43 yeast inh = rescues yeast growth from TDP-43 toxicity; TDP-43 expressing yeast growth rescue, BacTiter-Glo, 24 h; Potency, µM (highest dose often 46.1 µM), for the others: at the top dose growth rescue (activation), actives largely listed as activators; 410,000 compounds, 1.8% hits; further: potency means the concentration at half of the fitted maximal effect; % of control where 0% means no effect; nearly all actives have a fitted effect of over 50% in size
#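 Growth rescue of TDP-43-toxic yeast measured as ATP luminescence (BacTiter-Glo). Cells grown to mid-log in raffinose, induced in galactose at OD600=0.02, exposed to compound 24 hr at 30 deg C.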
# aSyn rescue = rescues yeast growth from alpha-synuclein toxicity; AID 652106; Yeast expressing alpha-synuclein, growth rescue, BacTiter-Glo, 24 h; Potency, µM (doses to about 46.1 µM), for the others: at the highest dose growth rescue (activation), hits mostly activators; 370,000 compounds, 0.14% hits; further: potency means the concentration at half of the fitted maximal effect; % of control where 0% means no effect; nearly all actives have a fitted effect of over 65% in size
#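 Rescue of yeast growth: cells expressing toxic alpha-synuclein, induced in galactose at OD600 0.02, incubated with compound 24 h at 30 C. ATP luminescence quantified growth; inhibitors of toxicity appear as activators.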
# pAkt inh = inhibitors of Akt phosphorylation; 360,000 compounds, 0.32% hits; activity change, % for hits at 50 µM; AID 651550; Neuro2A IGF-stimulated pAkt S473 HTRF, 20 min; active compounds read low; in the data active means activity change below about -80%; inconclusive means mostly about -51% to -80%; further: on the % scale 0 is the no-effect control and ±100 the full control effect
#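 Single-point screen (50 µM final compound) in Neuro2A cells stimulated 20 min with 6 nM IGF at 37 deg C. After lysis, Ser473-phosphorylated Akt read by HTRF (ex 330 nm, em 615/665 nm) as the 665/615 ratio.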
# D3 antag = antagonists of human D3 dopamine receptor | P35462 | D3R cells, DiscoveRx beta-arrestin luminescence, antagonist mode; active compounds read low | max response, negative = inhibition, % | 360,000 compounds, 2.5% hits | AID 652054; in the data active means max response below about -50%; inconclusive means no clear call, values can overlap the other calls; further: on the % scale 0 is the no-effect control and ±100 the full control effect; mostly tested at two doses, the higher about 12 µM
# Target sequence (P35462 whole entry, looked up): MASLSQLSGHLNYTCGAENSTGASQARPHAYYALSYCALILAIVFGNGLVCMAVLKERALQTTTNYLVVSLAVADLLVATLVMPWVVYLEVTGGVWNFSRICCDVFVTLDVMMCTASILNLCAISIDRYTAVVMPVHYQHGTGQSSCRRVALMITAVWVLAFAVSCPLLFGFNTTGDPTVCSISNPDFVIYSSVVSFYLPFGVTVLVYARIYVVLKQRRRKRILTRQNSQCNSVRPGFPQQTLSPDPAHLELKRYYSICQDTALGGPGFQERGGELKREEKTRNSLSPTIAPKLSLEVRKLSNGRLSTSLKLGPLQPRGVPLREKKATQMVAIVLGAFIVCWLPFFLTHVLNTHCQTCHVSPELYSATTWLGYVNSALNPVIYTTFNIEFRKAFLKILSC
#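 Cells expressing the human receptor were seeded at 1500 cells/well, incubated overnight at 37 degrees C in 5% CO2, then exposed to library compounds with dopamine controls for 90 minutes at 37 degrees C before luminescent detection.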
# GLP1R ag = activates the human GLP-1 receptor; P43220; HEK293 GLP-1R CRE-luciferase, luminescence, 4-6 h; cells express a hypersensitive GLP-1R form; Potency, µM (top dose mostly 45.6 µM), for inactives: at the top dose activation, most hits filed as activators; 380,000 compounds, 0.007% hits; AID 624172; further: potency means the concentration at half of the fitted maximal effect; % of control where 0% means no effect
# PTHR1 agonist = activates the human parathyroid hormone receptor PTHR1 | 410,000 compounds, 0.075% hits | Q03431 | Potency, µM (doses to about 115 µM), for inactives: at the top dose activation, usual class: activators | HEK293 GP2 PTHR1 cells, GloSensor cAMP luminescence, 1 h; further: potency means the concentration at half of the fitted maximal effect; nearly all actives have a fitted effect of over 55% in size; some results filed as inactive show a strong effect at the top dose; inactives centre near -15; many of its hits are not listed in these tables
#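 HEK-293-derived GP2 cells expressing PTHR1 and a GloSensor cAMP reporter, 3,000/well, plated overnight, given luciferin plus IBMX (each 0.5 mM as added) for 1 h at 37 °C, then compound for 1 h at 37 °C. Luminescence was read after 15 min at room temperature.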
# * = called active by the depositor; i = inactive; ? = inconclusive; . = no result given; & = joins results of further samples; [ ] = dose if it differs, or a comment. Unless noted, the call rests on the fitted dose curve; in most records, active means well fitted curve in the direction sought with a large enough effect; inconclusive means small, poorly fitted or top-dose-only effect, or another doubt; inactive means no such curve, though single readings can be large; an effect the other way counts as inactive or inconclusive. The list is partial; rates above refer to the full screens.
SMILES,Abeta yeast res,GLP-1R inv ag,FUS suppressor,TDP-43 yeast inh,aSyn rescue,pAkt inh,D3 antag,GLP1R ag,PTHR1 agonist
O=C(Nc1nc(NC(=O)c2ccco2)n(-c2ccccc2)n1)c1ccccc1,17%,?,23%,-6%,?,i,12,-8%,-55%[inhibitor][57.5 µM]
CCn1cc(C(=O)NCCc2ccc(Cl)cc2)c(=O)c2cc(S(=O)(=O)N3CCOCC3)ccc21,11%,0%,-3%,27%,.,.,.,-1%,-23%
COc1ccc(/C=N/Nc2nnc(-c3ccccc3)c(=O)[nH]2)cc1,23%,32%[activator],-8%,0%,2%,i,14,-17%,i
N#CCCN(C(=S)Nc1ccc(S(=O)(=O)N2CCOCC2)cc1)c1ccccc1F,-6%,5%,15%,-17%,-7%,i,0,7%,-12%
COc1cccc(NC(=O)CN(c2cccc(OC)c2)S(C)(=O)=O)c1,-3%,-29%,2%,-11%,-5%,i,0,9%,i
CCCCN(C(=O)CN1C(=O)C2CCCCC2C1=O)c1c(N)n(Cc2ccccc2)c(=O)[nH]c1=O (stereo unspecified),-10%,10%,11%,13%,-5%,i,-9,5%,5%
C=CCOc1ccc(Br)cc1/C=N/O,-44%[inhibitor],-2%,11%,-18%,-4%,i,0,7%,i
OC(CNCC1CCCO1)Cn1c2ccc(Cl)cc2c2cc(Cl)ccc21 (stereo unspecified),0%,?,36%,14%,?,i,4,-18%,-1%[57.5 µM]
Cc1ccc(S(=O)(=O)N2CCOCC2)cc1NC(=O)COC(=O)CNC(=O)c1ccc(Cl)cc1Cl,9%,11%,.,17%,7%,i,9,1%,-9%
CC(=O)c1c(C)[nH]c(C(=O)CSc2nnc(NC3CC3)s2)c1C,0%,20%,?,0%,-2%,i,0,8%,-15%
COC(=O)CSc1ccc(C#N)c(SCC(=O)OC)c1,-1%,-4%,.,9%,4%,i,-4,9%,2%
O=C(CS(=O)(=O)c1cn(Cc2ccc(Cl)cc2)c2ccccc12)N1CCCC1,-1%,?,45%,15%,1%,i,1,-1%,-5%
O=c1cc(-c2ccccc2Cl)oc2cc(O)cc(O)c12,-3%,0%,-8%,16%,-1%,i,-11,4%,-27%
CCCCSc1ccc2nc(-c3ccc(C#N)cc3)cn2c1,-45%[inhibitor],?,21%,11µM*,-12%,i,16,19%,-28%[57.5 µM]
CC(C)(C)c1ccc(C(=O)N/N=C/c2ccccn2)cc1,?,?,-21%,15%,27%,i,?,10%,-23%
Cc1ccc(Cl)c(NC(=O)COC(=O)C2CCC2)c1Cl,11%,18%,-8%,4%,-1%,i,9,2%,i
Cc1ccc2[nH]c(C)c(CCNC(=O)c3c(N)no[n+]3[O-])c2c1,15%,-13%,9%,-10%[9.22 µM],14%,i,-6,9%,-3%
Nc1cccc2c1C(=O)c1ccc(Cl)cc1C2=O,-51%[inhibitor],127%[activator],0%,?,10%,i,-21,11%,-3%
CC1(C)CC(=O)C=C(c2ccc(-c3ccccc3)cc2)C1=O,1%,?,-4%,?,1%,i,-28,16%,-53%[inhibitor]
COc1ccc(-n2c(SCc3ccc(C#N)cc3)nnc2-c2ccccn2)cc1,-3%,5%,-8%,13%,1%,i,3,5%,i
Cc1ccc(S(=O)(=O)N2CCN(CCC#N)CC2)cc1,9%,2%[7.66 µM],-19%,-12%,-1%,i,10,-3%,-22%
COc1ccc(F)cc1S(=O)(=O)N1CCN(c2ccccn2)CC1,-15%,-8%,11%,-7%,-3%,i,-19,-3%,i
CCOC(=O)C1CCCN(C(=O)C2CCN(S(=O)(=O)c3c(C)noc3/C=C/c3ccccc3F)CC2)C1 (stereo unspecified),-19%&-31%,?,11%&16%,-7%&3%,-1%,i,-5,0%,-1%&-4%
Cc1ccc(C(=O)NC2=NCCS2)cc1Cl,5%,33%,13%,?,-5%,i,1,9%,-81%[inhibitor]
O=C(/C=C/c1ccco1)NC(=S)Nc1ccc(O)c(-c2nc3ccccc3s2)c1,0%,11%,9%,-10%,-3%,i,0,-12%,-4%

# Complete entries, quoted from the list. Order of screens: Abeta yeast res | GLP-1R inv ag | FUS suppressor | TDP-43 yeast inh | aSyn rescue | pAkt inh | D3 antag | GLP1R ag | PTHR1 agonist
# COc1ccc(-n2c(SCc3ccc(C#N)cc3)nnc2-c2ccccn2)cc1 is listed with -3% | 5% | -8% | 13% | 1% | i | 3 | 5% | i
# Cc1ccc2[nH]c(C)c(CCNC(=O)c3c(N)no[n+]3[O-])c2c1 is listed with 15% | -13% | 9% | -10%[9.22 µM] | 14% | i | -6 | 9% | -3%

# New compounds follow
SMILES,Abeta yeast res,GLP-1R inv ag,FUS suppressor,TDP-43 yeast inh,aSyn rescue,pAkt inh,D3 antag,GLP1R ag,PTHR1 agonist
CC(C)NC(=O)N(O)C1N(C(C)C)C(=O)N(Cc2ccc3c(c2)OCO3)C1(C)C (stereo unspecified),-4%,7%,-2%,-16%,10%,i,9,-1%,i
COc1ccc(OC)c(CCNC(=O)c2cccc(NC3=NC4CS(=O)(=O)CC4S3)c2)c1 (stereo unspecified),-7%,-5%,-9%,11%,0%,i,2,-3%,-25%
CC(C)[C@H](NC(=O)c1ccccc1)C(=O)OCc1nnc(-c2ccccc2)o1,-8%,-10%,19%,20%,-1%,i,-1,1%,i
Cc1occc1C(=O)NC1CCCN(Cc2ccc(CC(C)C)cc2)C1 (stereo unspecified),-10%,?,15%,13%,-2%,i,?,0%,i
CCOc1ccc(N(CC(=O)Nc2ccc(F)cc2F)S(=O)(=O)c2c(C)[nH]c(=O)[nH]c2=O)cc1,-4%,-2%,28%,21%,.,.,.,.,-33%
Cc1ccsc1-c1cc(C(=O)O)c2c(ccc3ccccc32)n1,-6%,3%,2%,17%,7%,i,-9,-10%,-16%
CC(=O)c1cc(-c2ccccc2)n(CC(=O)N2CCCCC2)c1C,-3%,0%,30%,-15%,0%,i,5,16%,?
C[C@H](CO)N1C[C@H](C)[C@@H](CN(C)S(=O)(=O)c2ccc(F)cc2)Oc2c(NC(=O)Cc3ccccc3)cccc2C1=O,2%,8%,19%,10%,0%,i,4,-1%,i
Cc1ccc2oc(-c3ccc(Cl)c(NC(=O)c4ccc(-c5ccccc5[N+](=O)[O-])o4)c3)nc2c1,-11%,16%,12%,3%,.,.,.,1%,i
Cn1c(=O)[nH]c(=O)c2c1nc(NCc1ccccc1)n2CCCc1ccccc1,9%,25%,14%,4%,-4%,i,0,5%,-11%
COc1cc(-c2noc(-c3ccc(NC4CCCC4)c([N+](=O)[O-])c3)n2)cc(OC)c1OC,-5%,7%,-11%,13%,.,.,.,.,-20%
CCc1nn(CC(=O)NCCc2ccc(SC)cc2)c(=O)c2cc3sccc3n12,-33%,-1%,16%,-19%,.,.,.,.,14%
O=C(COc1cccc2ccccc12)N/N=C/c1ccco1,22%,-52%,6%,?,5%,i,10,0%,-9%
CC(C)c1ccc(OCC(=O)Nc2ccc(S(=O)(=O)Nc3ncccn3)cc2)cc1,-5%,1%,1%,16%,.,.,.,.,i
COc1ccc(NC(=O)C2CCN(c3cc(C)nc4c(-c5ccc(Cl)cc5)c(C)nn34)CC2)cc1,-6%,8%,-27%,13%,.,.,.,-1%,-9%
CC(C)(C)c1ccc(OCCC(=O)OCC(=O)NC2CC2)cc1,-16%,3%,1%,13µM*,?,i,15,2%,-22%
COc1ccccc1Oc1ccc(N2CC(C(=O)OCC(=O)c3ccc(F)cc3)CC2=O)cc1 (stereo unspecified),?,-3%,26%,13%,2%,i,-1,0%,-23%
COc1ccc(-c2nnc(SCC(=O)N(Cc3ccccc3)C(C)(C)C)o2)cc1OC,14%,-5%,12%,25%,5%,i,53,1%,-41%[inhibitor]
O=S(=O)(c1ccccc1)N1CCN(Cc2ccccc2)c2ccccc21,6%,?,.,13%,0%,i,-20,4%,-45%[inhibitor]
Cc1ccc(S(=O)(=O)N2CCN(S(=O)(=O)N(C)C)CC2)c(C)c1,-2%,-13%,-11%,-6%,0%,i,-6,0%,i
Cc1c(NCc2cc(Cl)ccc2O)c(=O)n(-c2ccccc2)n1C,5%,-17%,-6%,-1%,-1%,i,-8,-15%,i
CC1Cc2cc(S(=O)(=O)CCC(=O)Nc3cccc(F)c3)ccc2N1C(=O)C1CC1 (stereo unspecified),-12%,-29%,10%,6%,.,.,.,.,-5%
COCCn1c(C)cc(O)c(C(c2ccc(F)cc2)N2CCC(C)CC2)c1=O (stereo unspecified),20%,-9%,12%,21%,.,.,.,.,i
COc1ccc(CC(=O)OC(C)C(=O)Nc2c(C)n(C)n(-c3ccccc3)c2=O)cc1OC (stereo unspecified),12%,7%,2%,3%,0%,i,3,-2%,i
Nc1ncnc2c1cnn2C1CC(O)C(CO)O1 (stereo unspecified),5%,5%,.,18%,-2%,i,17,1%,i
# (next part)
SMILES,Abeta yeast res,GLP-1R inv ag,FUS suppressor,TDP-43 yeast inh,aSyn rescue,pAkt inh,D3 antag,GLP1R ag,PTHR1 agonist
Cc1c(C(=O)NCCN(C)C)sc2nc3n(c(=O)c12)CCC3,-16%,9%,-33%,13%,.,.,.,.,-5%
COc1ccc(NC(=O)Nc2ccccc2F)cc1,-15%,?,2%,-9%,-12%,i,7,-1%,-19%[57.5 µM]
O=C(c1ccc([N+](=O)[O-])c(CS(=O)(=O)c2ccc(Cl)cc2)c1)N1CCCC1,-5%,-18%,1%,-9%,1%,i,-5,14%,i
O=C1/C(=C\c2ccncc2)SC(=S)N1C1CCCCC1,10%,1%,.,4%,2%,i,9,-1%,-1%
Cc1ccc(C)c(S(=O)(=O)NCCN2CCOCC2)c1,11%,9%,-13%,5%,-4%,i,7,-5%,-6%
CC(=O)c1ccccc1OCC(O)CN1CCN(c2ccccn2)CC1 (stereo unspecified),23%,-15%,-14%,2%,-5%,i,-12,-2%,i
COC(=O)CCCC1=CC2=CC(=O)C(C)(OC(=O)c3cccs3)C(=O)C2=CN1CCc1c[nH]c2ccccc12 (stereo unspecified),5%,5%,27%,-8%,2%,i,1,0%,7%
